From PubChem BioAssay
HPDE-C7K KRASV12 – cytotoxicity in KRAS-transformed pancreatic duct cells, primary screen, cell-based, fluorescence, HTS (AID 431); HPDE-C7K KRASV12 cells, Alamar Blue viability, 48 h; higher % means a stronger effect; actives 1.7% (n = 63,000); one-dose cytotoxicity, % at 10 µM; EC50 in µM for titrated hits;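 active = compounds whose percent cytotoxicity in the single-dose primary screen, scaled between solvent and toxic-drug controls, exceeds 50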;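 also: 0% = DMSO solvent wells and 100% = doxorubicin-treated wells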
Alkaline phosphatase – inhibition of tissue-nonspecific alkaline phosphatase – biochemical, luminescent (AID 518) | purified TNAP enzyme, luminescent substrate readout; higher % means a stronger effect | one-dose inhibition, % at 20 µM; IC50 in µM for titrated hits | actives 0.09% (n = 64,000); in the data active = a potency from the dose series; inactive = the rest, 99 in 100 with inhibition below about 22%;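 also: plate controls were vehicle for no effect and reference inhibitor for full effect; many of its hits are not listed in these tables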
PMK inhibit – S. pneumoniae PMK inhibition. purified PMK, PK/LDH-coupled NADH absorbance 340 nm. inhibition, % at 10 µM. actives 0.49% (n = 65,000);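 active = top-ranked compounds by inhibition in the single 10 µM screen, taking a fixed number of the strongest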;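 also: 0% = full reaction with DMSO carrier and 100% = background rate without enzyme reaction; no value below 0 was filed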
HT1080 cytotoxicity – cytotoxicity in HT1080 fibrosarcoma cells, cell-based, fluorescence readout (AID 620); HT1080 viability, fluorescence; higher % means a stronger effect; actives 0.42% (n = 87,000); cytotoxicity, % at 10 µM, or EC50 in µM where a hit was titrated;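 also: cells exposed to compound overnight then 4 h with Alamar Blue; 0% = vehicle DMSO and 100% = killing control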
LYP phosphatase – inhibition of human PTPN22 tyrosine phosphatase – biochemical, DiFMUP fluorescence, recombinant catalytic domain, 10 µM, primary screen (AID 606) | 52,000 tested, under 10 active | one-dose inhibition, % at 10 µM; IC50 in µM for titrated hits | recombinant LYP catalytic domain, DiFMUP fluorescence; higher % means a stronger effect;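 active = IC50 under 40 µM in the dose-response test; inactive = IC50 of 40 µM or more, or never dose-tested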
HPDE-C7 cytotoxicity – HPDE-C7 pancreatic duct cell viability loss – fluorescence, HTS (AID 430); cytotoxicity, % at 10 µM, or EC50 in µM where a hit was titrated; HPDE-C7 pancreatic duct cells viability, fluorescence; higher % means a stronger effect; actives 1.8% (n = 63,000);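 also: cells exposed to compound for 48 hours before viability readout; 0% = vehicle and 100% = reference cytotoxic drug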
Bfl-1 inhibitors – displacement of Bid BH3 peptide from Bfl-1 – biochemical, fluorescence polarization, FITC-Bid, mouse, primary screen (AID 432) | displacement, % at 20 µM; hits with a dose series show IC50 in µM | FITC-Bid BH3 peptide fluorescence polarization displacement; higher % means a stronger effect | actives 0.02% (n = 64,000); in the data active = a potency from the dose series; inactive = the rest, 99 in 100 with displacement below about 15%; also: strong numbers were not always called active
Spn MK inh – inhibitors of Streptococcus pneumoniae mevalonate kinase; purified MK, PK/LDH-coupled NADH absorbance 340 nm; inhibition, % at 10 µM; actives 0.48% (n = 65,000); AID 555;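 active = ranked among the strongest by inhibition in the single 10 µM screen, a fixed top-ranked set picked for dose follow-up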; also: no value below 0 was filed
DPM-DC inhibit – inhibitors of Streptococcus pneumoniae diphosphomevalonate decarboxylase. purified DPM-DC, PK/LDH coupled NADH fluorescence. calls only at 10 µM. actives 0.49% (n = 65,000);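 active = the 320 compounds with the highest percent inhibition in the single-dose primary screen, excluding strongly autofluorescent ones, cut at about 32% in these data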;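 also: kinetic rate of NADH fluorescence loss reporting ADP formed by the decarboxylase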
PMK inhibit pilot replicates – recorded beside PMK inhibit, whose call it bears; inhibition, %; measured here: pilot screen replicates
Spn MK inh pilot replicates – second read-out of Spn MK inh, no call of its own (marks repeat the call); inhibition, %; measured here: pilot screen replicates
DPM-DC inhibit pilot screen % – recorded beside DPM-DC inhibit, whose call it bears; inhibition, %; measured here: pilot screen trials
* marks the source's active call; other numbers are inactive results. Rule as the data show it, unless noted: active = cytotoxicity above about 50%; inactive = the rest.

How did COc1cccc(-c2cc(C(F)(F)F)nc(N3CCOCC3)n2)c1 do in these assays?
HPDE-C7K KRASV12: -10%; Alkaline phosphatase: 9%; PMK inhibit: 1; HT1080 cytotoxicity: -3%; LYP phosphatase: 9%; HPDE-C7 cytotoxicity: -14%; Bfl-1 inhibitors: -2%; Spn MK inh: 10; DPM-DC inhibit: inactive

Results for O=C(NCC(F)(F)F)N1CCOCC1 ?
HPDE-C7K KRASV12: -15%; Alkaline phosphatase: 22%; PMK inhibit: 0; HT1080 cytotoxicity: 2%; LYP phosphatase: 22%; HPDE-C7 cytotoxicity: -20%; Bfl-1 inhibitors: 0%; Spn MK inh: 5; DPM-DC inhibit: inactive; PMK inhibit pilot replicates: 0.0; Spn MK inh pilot replicates: 0.0; DPM-DC inhibit pilot screen %: 0.0

How did CSC1=C(C#N)C(CC(C)C)C(C(C)=O)=C(C)N1 (stereo not drawn) do in these assays?
HPDE-C7K KRASV12: 17%; Alkaline phosphatase: 3%; PMK inhibit: 5; HT1080 cytotoxicity: -3%; LYP phosphatase: 0%; HPDE-C7 cytotoxicity: 14%; Bfl-1 inhibitors: -3%; Spn MK inh: 11; DPM-DC inhibit: inactive

How did Cc1sc(NC(=O)CSc2nnnn2C2CCCC2)c(C#N)c1C do in these assays?
HPDE-C7K KRASV12: -6%; Alkaline phosphatase: 1%; PMK inhibit: 14; HT1080 cytotoxicity: -3%; HPDE-C7 cytotoxicity: -6%; Bfl-1 inhibitors: 2%; Spn MK inh: 0; DPM-DC inhibit: inactive

How did O=C(Nc1ccon1)c1cccc(Cl)c1 do in these assays?
HPDE-C7K KRASV12: -20%; Alkaline phosphatase: -2%; PMK inhibit: 0; HT1080 cytotoxicity: -8%; LYP phosphatase: 12%; HPDE-C7 cytotoxicity: -3%; Bfl-1 inhibitors: 5%; Spn MK inh: 6; DPM-DC inhibit: inactive

How did CC(c1nnc(SCn2nnc3ccccc3c2=O)n1-c1ccc(Cl)cc1)N(C)C (stereo not drawn) do in these assays?
HPDE-C7K KRASV12: -26%; Alkaline phosphatase: 4%; PMK inhibit: 0; HT1080 cytotoxicity: 3%; LYP phosphatase: 6%; HPDE-C7 cytotoxicity: -10%; Bfl-1 inhibitors: 2%; Spn MK inh: 9; DPM-DC inhibit: inactive

Results for Cc1onc(-c2ccccc2)c1C(=O)Nc1nc(-c2cc(F)ccc2F)cs1 ?
HPDE-C7K KRASV12: -3%; Alkaline phosphatase: 6%; PMK inhibit: 8; HT1080 cytotoxicity: 3%; LYP phosphatase: 12%; HPDE-C7 cytotoxicity: 6%; Bfl-1 inhibitors: 0%; Spn MK inh: 3; DPM-DC inhibit: inactive

Results for CC1CCCN(c2nc3ccccc3nc2C(C#N)S(=O)(=O)c2ccccc2)C1 (stereo not drawn) ?
HPDE-C7K KRASV12: 48%; Alkaline phosphatase: 8%; PMK inhibit: 0; HT1080 cytotoxicity: 4%; LYP phosphatase: 2%; HPDE-C7 cytotoxicity: 52%*; Bfl-1 inhibitors: 7%; Spn MK inh: 13; DPM-DC inhibit: inactive

How did CC(C)CN(CC(C)C)S(=O)(=O)N1CCC(C(=O)NCc2cccs2)CC1 do in these assays?
HPDE-C7K KRASV12: -1%; Alkaline phosphatase: 6%; PMK inhibit: 24; HT1080 cytotoxicity: -6%; LYP phosphatase: 8%; HPDE-C7 cytotoxicity: -7%; Bfl-1 inhibitors: -6%; Spn MK inh: 0; DPM-DC inhibit: inactive

How did O=C(Nc1ccc(-c2noc(CCc3ccccc3)n2)cc1)c1ccco1 do in these assays?
HPDE-C7K KRASV12: 2%; Alkaline phosphatase: 12%; PMK inhibit: 0; HT1080 cytotoxicity: 3%; LYP phosphatase: 5%; HPDE-C7 cytotoxicity: 7%; Bfl-1 inhibitors: 7%; Spn MK inh: 6; DPM-DC inhibit: inactive

What do the screens show for `Cc1onc(-c2ccccc2Cl)c1C(=O)Nc1ccc(-n2nncc2C(C)(C)C)cc1`?
HPDE-C7K KRASV12: -17%; Alkaline phosphatase: 10%; PMK inhibit: 17; HT1080 cytotoxicity: 3%; HPDE-C7 cytotoxicity: 3%; Bfl-1 inhibitors: -13%; Spn MK inh: 4; DPM-DC inhibit: inactive

How did C#CCOC(=O)c1ccccc1C(=O)OCC#C do in these assays?
Alkaline phosphatase: 11%; PMK inhibit: 7; HT1080 cytotoxicity: 8%; LYP phosphatase: 4%; Bfl-1 inhibitors: 4%; Spn MK inh: 8; DPM-DC inhibit: inactive

What do the screens show for `COc1cc(C2c3c(-c4cc(Cl)c(C)cc4O)n[nH]c3C(=O)N2Cc2cccnc2)ccc1O` (stereo not drawn)?
HPDE-C7K KRASV12: -8%; Alkaline phosphatase: 4%; PMK inhibit: 13; HT1080 cytotoxicity: 3%; HPDE-C7 cytotoxicity: -20%; Bfl-1 inhibitors: -11%; Spn MK inh: 6; DPM-DC inhibit: inactive

What do the screens show for `COc1ccc(OCC(O)Cn2c(Nc3cccc(C)c3)nc3c2c(=O)n(C)c(=O)n3C)cc1` (stereo not drawn)?
HPDE-C7K KRASV12: -6%; Alkaline phosphatase: 8%; PMK inhibit: 11; HT1080 cytotoxicity: 6%; LYP phosphatase: -1%; HPDE-C7 cytotoxicity: 3%; Bfl-1 inhibitors: -4%; Spn MK inh: 0; DPM-DC inhibit: inactive

How did Cn1c(=O)[nH]c(=O)c2c1nc(Br)n2CCC(=O)c1ccccc1 do in these assays?
HPDE-C7K KRASV12: -6%; Alkaline phosphatase: 5%; PMK inhibit: 11; HT1080 cytotoxicity: -4%; LYP phosphatase: 7%; HPDE-C7 cytotoxicity: -9%; Bfl-1 inhibitors: -4%; Spn MK inh: 0; DPM-DC inhibit: inactive

Results for O=C(CSc1ncnc2c1oc1ccccc12)Nc1cccc(C(F)(F)F)c1 ?
HPDE-C7K KRASV12: -3%; Alkaline phosphatase: 7%; PMK inhibit: 6; HT1080 cytotoxicity: 0%; LYP phosphatase: 4%; HPDE-C7 cytotoxicity: 3%; Bfl-1 inhibitors: 2%; Spn MK inh: 5; DPM-DC inhibit: inactive

Results for COc1ccc(CCNC(=O)CN2CCOc3ccccc32)cc1OC ?
HPDE-C7K KRASV12: -18%; Alkaline phosphatase: -6%; PMK inhibit: 3; HT1080 cytotoxicity: -5%; HPDE-C7 cytotoxicity: -20%; Bfl-1 inhibitors: 2%; Spn MK inh: 5; DPM-DC inhibit: inactive

How did NC(=O)CCc1c[nH]c2ccccc12 do in these assays?
HPDE-C7K KRASV12: 0%; Alkaline phosphatase: 8%; PMK inhibit: 5; HT1080 cytotoxicity: 1%; HPDE-C7 cytotoxicity: -4%; Bfl-1 inhibitors: -9%; Spn MK inh: 6; DPM-DC inhibit: inactive

Results for COc1ccc(NC(=O)CSc2nc3ccccc3c(=O)n2CCNC(C)=O)cc1 ?
HPDE-C7K KRASV12: -1%; Alkaline phosphatase: 2%; PMK inhibit: 15; HT1080 cytotoxicity: 3%; LYP phosphatase: -3%; HPDE-C7 cytotoxicity: -2%; Bfl-1 inhibitors: -1%; Spn MK inh: 2; DPM-DC inhibit: inactive

What do the screens show for `Cc1ccc(C2CC(=O)NC(SCC(=O)OCc3ccccc3)=C2C#N)o1` (stereo not drawn)?
HPDE-C7K KRASV12: 56%*; Alkaline phosphatase: 6%; PMK inhibit: 15; HPDE-C7 cytotoxicity: 60%*; Bfl-1 inhibitors: 5%; Spn MK inh: 0; DPM-DC inhibit: inactive

How did CC(C)CNC(=O)C1CC(=O)OC12CCCCC2 (stereo not drawn) do in these assays?
HPDE-C7K KRASV12: 1%; Alkaline phosphatase: 9%; PMK inhibit: 9; HT1080 cytotoxicity: -5%; LYP phosphatase: 8%; HPDE-C7 cytotoxicity: -6%; Bfl-1 inhibitors: -4%; Spn MK inh: 3; DPM-DC inhibit: inactive; PMK inhibit pilot replicates: 6.0; Spn MK inh pilot replicates: 0.0; DPM-DC inhibit pilot screen %: 0.5

Results for Cc1ccc(-c2cc(C(F)F)n3ncc(C(=O)NCc4ccco4)c3n2)cc1 ?
HPDE-C7K KRASV12: -4%; Alkaline phosphatase: 10%; PMK inhibit: 2; HT1080 cytotoxicity: -8%; LYP phosphatase: 0%; HPDE-C7 cytotoxicity: -6%; Bfl-1 inhibitors: 4%; Spn MK inh: 6

What do the screens show for `O=S1(=O)CCN2C=C(Br)C=C(Br)C2=N1`?
HPDE-C7K KRASV12: 15%; Alkaline phosphatase: 12%; PMK inhibit: 0; HT1080 cytotoxicity: 0%; HPDE-C7 cytotoxicity: 3%; Bfl-1 inhibitors: 0%; Spn MK inh: 10; DPM-DC inhibit: inactive

What do the screens show for `O=C1C2ON(c3ccccc3)C(c3ccncc3)C2C(=O)N1c1ccc(Br)cc1` (stereo not drawn)?
HPDE-C7K KRASV12: 2%; Alkaline phosphatase: 6%; PMK inhibit: 8; HT1080 cytotoxicity: 24%; LYP phosphatase: 14%; HPDE-C7 cytotoxicity: 4%; Bfl-1 inhibitors: 4%; Spn MK inh: 0; DPM-DC inhibit: inactive

What do the screens show for `COc1cc2c(cc1OC)C(c1ccncc1)CC(=O)N2` (stereo not drawn)?
HPDE-C7K KRASV12: 6%; Alkaline phosphatase: 7%; PMK inhibit: 6; HT1080 cytotoxicity: 2%; LYP phosphatase: -1%; HPDE-C7 cytotoxicity: 1%; Bfl-1 inhibitors: -3%; Spn MK inh: 12; DPM-DC inhibit: inactive

Results for O=C1C(C=NCc2ccco2)=C(O)c2ccccc21 ?
HPDE-C7K KRASV12: 5%; Alkaline phosphatase: 9%; PMK inhibit: 12; HT1080 cytotoxicity: 4%; HPDE-C7 cytotoxicity: -5%; Bfl-1 inhibitors: -2%; Spn MK inh: 8; DPM-DC inhibit: inactive

Looked up one by one from above, 3 records:
What do the screens show for `O=C1C2ON(c3ccccc3)C(c3ccncc3)C2C(=O)N1c1ccc(Br)cc1` (stereo not drawn)?
HPDE-C7K KRASV12: 2%; Alkaline phosphatase: 6%; PMK inhibit: 8; HT1080 cytotoxicity: 24%; LYP phosphatase: 14%; HPDE-C7 cytotoxicity: 4%; Bfl-1 inhibitors: 4%; Spn MK inh: 0; DPM-DC inhibit: inactive

How did CC(C)CNC(=O)C1CC(=O)OC12CCCCC2 (stereo not drawn) do in these assays?
HPDE-C7K KRASV12: 1%; Alkaline phosphatase: 9%; PMK inhibit: 9; HT1080 cytotoxicity: -5%; LYP phosphatase: 8%; HPDE-C7 cytotoxicity: -6%; Bfl-1 inhibitors: -4%; Spn MK inh: 3; DPM-DC inhibit: inactive; PMK inhibit pilot replicates: 6.0; Spn MK inh pilot replicates: 0.0; DPM-DC inhibit pilot screen %: 0.5

What do the screens show for `O=S1(=O)CCN2C=C(Br)C=C(Br)C2=N1`?
HPDE-C7K KRASV12: 15%; Alkaline phosphatase: 12%; PMK inhibit: 0; HT1080 cytotoxicity: 0%; HPDE-C7 cytotoxicity: 3%; Bfl-1 inhibitors: 0%; Spn MK inh: 10; DPM-DC inhibit: inactive

An unsorted share of the library. Share with any hit: about 3.3%.
